# MazEF act: activators of E. coli MazEF toxin-antitoxin RNase, primary screen, biochemical, fluorescence, uHTS. Endoribonuclease toxin MazF (Escherichia coli (strain K12)), P0AE70. FAM/BHQ RNA-DNA oligo cleavage fluorescence, 5 h. activation, % at 20 µM. hit rate 0.32% among 350,000. AID 504720, 2011; in the data active = activation above about 50%
# Target sequence (P0AE70 whole entry, looked up): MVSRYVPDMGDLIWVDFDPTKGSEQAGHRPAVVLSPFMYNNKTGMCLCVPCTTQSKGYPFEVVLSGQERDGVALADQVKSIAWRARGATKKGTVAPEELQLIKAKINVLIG
# GDH-TPI inh: GDH-TPI coupling enzyme inhibitors, primary screen, artefact control for M. tuberculosis FBA inhibitor project, biochemical, absorbance, full deck; hit rate 1.2% among 360,000; AID 588335, 2011; inhibition, % at 4.8 µM; GDH-TPI coupled enzyme counterscreen, NADH absorbance; in the data active = inhibition above about 30%;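 note: 0% = DMSO wells and 100% = wells lacking the enzyme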
# SSB-PriA inh: inhibitors of Klebsiella pneumoniae PriA binding to SSB C-terminal tail, primary screen, biochemical, AlphaScreen | AlphaScreen SSBct-PriA binding, biotinylated peptide | inhibition, % at 33 µM | hit rate 0.6% among 430,000; in the data active = inhibition mostly above about 37%, no sharp cut-off; inactive = mostly below about 20%;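 note: plate controls were negative control peptide for no effect and reference peptide for full effect; strong numbers were not always called active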
# UGM FP inh: M. tuberculosis UGM enzyme inhibitors, primary screen, biochemical, fluorescence polarization, single point | purified UGM, fluorescence polarization probe displacement | inhibition, % at 10 µM | hit rate 0.06% among 320,000 | UDP-galactopyranose mutase (Mycobacterium tuberculosis (strain ATCC 25618 / H37Rv)), …; in the data active = inhibition above about 10%, passing the limit was not always enough
# Target sequence (P9WIQ1 whole entry, looked up): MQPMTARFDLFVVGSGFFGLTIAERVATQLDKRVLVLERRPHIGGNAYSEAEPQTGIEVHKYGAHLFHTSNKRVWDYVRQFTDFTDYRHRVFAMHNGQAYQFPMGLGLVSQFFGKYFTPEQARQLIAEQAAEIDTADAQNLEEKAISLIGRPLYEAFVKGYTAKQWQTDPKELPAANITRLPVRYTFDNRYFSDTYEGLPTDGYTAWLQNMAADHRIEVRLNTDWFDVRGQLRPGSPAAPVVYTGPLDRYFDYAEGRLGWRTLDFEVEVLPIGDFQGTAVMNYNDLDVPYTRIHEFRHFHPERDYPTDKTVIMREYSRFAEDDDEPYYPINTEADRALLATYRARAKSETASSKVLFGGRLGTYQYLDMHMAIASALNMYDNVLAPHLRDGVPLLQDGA
# Mtb BioA inh: M. tuberculosis BioA enzyme inhibitors, primary screen, biochemical, plate reader, single point, HTS; purified M. tuberculosis BioA enzyme; inhibition, % at 9.99 µM; hit rate 0.096% among 360,000; 7,8-diaminopelargonic acid synthase BioA (Mycobacterium tuberculosis); in the data active = inhibition above about 40%
# SARS 3CLpro inh: SARS-CoV 3CLpro protease inhibitors, primary screen, biochemical, quenched FRET; inhibition, % at 6 µM; hit rate 0.14% among 290,000; recombinant SARS-CoV 3CLpro, quenched FRET peptide cleavage; Replicase polyprotein 1ab (Severe acute respiratory syndrome coronavirus), P0C6X7; in the data active = inhibition above about 12%
# Vc quorum ag: inducers of Vibrio cholerae quorum light production without autoinducers, primary screen, BH1578 luxS cqsA deficient, single point | V. cholerae BH1578 lux reporter, luminescence, 6 h | activation, % at 18.7 µM | hit rate 0.16% among 350,000; in the data active = activation mostly above about 9.7%, no sharp cut-off; note: not every result past the cut was called active; inactives centre near 0; reference of the scale not given here
# FBA Mtb inh: Mtb FBA enzyme inhibitors, primary screen, biochemical, fluorescence, strain H37Rv; inhibition, % at 1 µM; hit rate 2.3% among 360,000; purified M. tuberculosis FBA, fluorescence read-out; AID 588726, 2011; in the data active = inhibition above about 27%;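 note: 0% = vehicle and 100% = reference inhibitor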
# Target sequence (P9WQA3 whole entry, looked up): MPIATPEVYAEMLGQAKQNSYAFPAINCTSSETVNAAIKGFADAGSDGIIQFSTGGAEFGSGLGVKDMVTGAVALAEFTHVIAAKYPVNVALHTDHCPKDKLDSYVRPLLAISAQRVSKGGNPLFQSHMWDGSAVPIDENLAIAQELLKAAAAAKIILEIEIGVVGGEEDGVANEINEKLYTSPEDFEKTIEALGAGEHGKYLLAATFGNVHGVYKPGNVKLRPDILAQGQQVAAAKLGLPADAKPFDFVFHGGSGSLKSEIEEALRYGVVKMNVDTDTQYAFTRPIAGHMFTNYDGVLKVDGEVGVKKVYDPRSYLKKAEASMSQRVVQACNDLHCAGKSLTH
# Rv3671c protease: Rv3671c serine protease inhibitors, primary screen, biochemical, fluorescence polarization, M. tuberculosis H37Rv | hit rate 0.048% among 320,000 | inhibition, % at 5.96 µM | AID 2606, 2010 | P9WHR9; in the data active = inhibition above about 38%;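 note: extracellular domain of Rv3671c used as enzyme; 0% = enzyme with DMSO and 100% = no enzyme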
# DUSP3 inh: VHR1 phosphatase inhibitors, primary screen, biochemical, absorbance, uHTS | hit rate 0.52% among 290,000 | recombinant VHR phosphatase, pNPP absorbance | inhibition, % at 13.3 µM | AID 1654, 2009; in the data active = inhibition above about 50%; note: some compounds called inactive have numbers as strong as hits
# Target sequence (P51452 whole entry, looked up): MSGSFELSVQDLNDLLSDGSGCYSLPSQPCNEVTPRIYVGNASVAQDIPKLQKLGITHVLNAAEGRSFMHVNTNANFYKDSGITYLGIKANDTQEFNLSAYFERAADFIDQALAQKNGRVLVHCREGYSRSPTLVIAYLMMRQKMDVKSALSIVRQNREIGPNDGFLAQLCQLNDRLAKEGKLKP
# Numbers without * were called inactive; i = inactive; · = not tested or not shown. An excerpt. The share of hits here may be higher or lower than overall.
SMILES,MazEF act,GDH-TPI inh,SSB-PriA inh,UGM FP inh,Mtb BioA inh,SARS 3CLpro inh,Vc quorum ag,FBA Mtb inh,Rv3671c protease,DUSP3 inh
CCOc1ccc(S(=O)(=O)N2CCN(Cc3ccc4c(c3)OCO4)CC2)cc1Cl,-11.7,0.4,-1.4,-0.5,-1.7,-3.2,-0.5,-2.8,-1.8,-4.2
O=[N+]([O-])c1ccc(N2CCN(c3ccccc3Cl)CC2)cn1,8.0,3.0,4.3,-2.4,·,-2.7,-0.2,-1.8,-8.2,6.7
COC(=O)CC1(c2cccc3ccccc23)C(=O)c2ccccc2C1=O,3.1,3.4,11.5,-0.3,7.7,-4.7,i,2.1,6.2,15.2
O=C(CSc1nc2ccccc2o1)Nc1ccc(N2CCOCC2)c(Cl)c1,8.2,-2.6,-4.9,5.9,·,1.9,-0.3,-1.5,3.8,-3.8
Cc1ccn(C(=O)c2ccc(NC(=O)CC(C)C)cc2)n1,5.4,12.4,-10.4,-3.1,·,6.1,i,0.8,-0.7,16.6
COc1ccc(NS(=O)(=O)c2cccc(C(=O)NCc3ccccn3)c2)cc1,6.5,-4.5,4.4,0.6,-0.4,·,i,2.0,0.5,·
CCOc1cc2[nH]c(=S)n(CCCC(=O)NCc3ccccn3)c(=O)c2cc1OCC,8.8,18.7,-3.2,-0.6,4.1,-2.8,-5.6,-1.1,-6.5,18.2
COc1cc(C(Nc2ccc(S(=O)(=O)N3CCC(C)CC3)cc2)C(=O)NCC2CCCO2)cc(OC)c1OC (centres undefined),-1.8,-1.1,-4.6,·,2.3,-6.5,1.6,-0.1,-17.2,-17.0
Cc1cccn2c(=O)c(C=O)c(NCc3ccccc3)nc12,4.4,9.2,-6.6,0.7,0.6,4.8,-0.4,14.8,1.9,26.9
N#C/C(=C/c1ccc(-c2ccc(Br)cc2)o1)C(=O)NC1CCCCC1,-16.6,4.4,-20.5,-1.7,-0.9,0.0,0.1,-0.8,-4.1,-7.2
COn1c(-c2ccccc2)nc2ccc(Cl)cc21,-0.7,4.8,-17.0,0.6,-0.9,-4.6,·,0.9,5.0,13.9
COC(=O)CSc1ccc2nnc(CCNS(=O)(=O)c3ccccc3)n2n1,4.0,-2.6,-20.1,1.9,·,2.8,-0.3,-2.4,-3.7,-6.2
CC(Oc1ccccc1)C(=O)Nc1nc(-c2ccccn2)cs1 (centres undefined),-3.5,1.8,5.3,·,-0.8,·,i,-0.1,·,·
O=c1[nH]c(N2CCCCCC2)nc2ncn(Cc3ccccc3)c12,1.7,-1.4,-1.0,-1.7,-1.2,2.5,0.0,-1.8,9.0,-12.8
COCCNc1nc2nonc2nc1N1CCCC1c1nccs1 (centres undefined),-12.4,12.1,-2.6,-1.1,-0.9,-0.8,i,-0.9,-4.8,3.1
NS(=O)(=O)c1ccc(NCc2c(F)cccc2Cl)cc1,-2.6,5.5,-10.8,·,·,2.2,-2.7,0.9,·,17.7
CC1CN(C2CCCCC2)c2nc3c(c(=O)n(C)c(=O)n3C)n2C1 (centres undefined),8.9,3.7,-6.3,-0.6,-1.6,-2.1,-0.3,4.9,6.3,33.7
Cc1cc(N2C(=O)C3C4C=CC(C4)C3C2=O)ccc1Br (centres undefined),0.2,-0.9,-16.4,-2.9,·,2.8,-0.2,-3.4,-0.7,13.5
O=C(CNC(=O)c1cccs1)NC1=NCCS1,0.0,2.5,-8.6,0.6,-2.8,-1.2,-0.1,0.7,2.9,9.1
CCOC(=O)N1CCN(Cc2nc3c(c(=O)n(C)c(=O)n3C)n2Cc2ccccc2C)CC1,1.8,-3.6,-10.3,-0.1,5.0,-8.7,i,-0.5,5.0,15.3
CN1C(=O)CC(N2CCN(C(c3ccccc3)c3ccccc3)CC2)C1=O (centres undefined),-1.9,0.6,-4.9,0.7,0.1,0.3,-2.0,-10.5,-6.9,7.1
CCOc1ccc(NC(=O)CNC(=O)c2nn(-c3ccc(OC)cc3)c(=O)c3ccccc23)cc1,73.2*,0.4,-13.0,2.5,-2.1,5.5,i,0.2,-12.3,11.8
CCCCCCC(=O)c1c(O)n(-c2ccccc2OC)c(=O)[nH]c1=O (tested in a mixture with another compound),1.9,-8.4,·,1.6,0.9,0.4,-0.4,-0.7,1.7,16.5
N#Cc1c(C(F)(F)F)cc(-c2ccccc2)nc1SCC(=O)Nc1sc2c(c1C#N)CCC2,29.4,3.8,-17.9,2.1,-0.9,-0.9,i,1.0,-0.1,9.6
CCS(=O)(=O)Nc1ccc(C2=NN(S(C)(=O)=O)C(c3cccs3)C2)cc1 (centres undefined),11.7,0.0,6.1,-2.9,·,-0.7,0.9,93.2*,-3.7,27.7

# Quoted from above, 6 compounds:
SMILES,MazEF act,GDH-TPI inh,SSB-PriA inh,UGM FP inh,Mtb BioA inh,SARS 3CLpro inh,Vc quorum ag,FBA Mtb inh,Rv3671c protease,DUSP3 inh
O=C(CSc1nc2ccccc2o1)Nc1ccc(N2CCOCC2)c(Cl)c1,8.2,-2.6,-4.9,5.9,·,1.9,-0.3,-1.5,3.8,-3.8
Cc1ccn(C(=O)c2ccc(NC(=O)CC(C)C)cc2)n1,5.4,12.4,-10.4,-3.1,·,6.1,i,0.8,-0.7,16.6
COc1ccc(NS(=O)(=O)c2cccc(C(=O)NCc3ccccn3)c2)cc1,6.5,-4.5,4.4,0.6,-0.4,·,i,2.0,0.5,·
CCOc1cc2[nH]c(=S)n(CCCC(=O)NCc3ccccn3)c(=O)c2cc1OCC,8.8,18.7,-3.2,-0.6,4.1,-2.8,-5.6,-1.1,-6.5,18.2
COc1cc(C(Nc2ccc(S(=O)(=O)N3CCC(C)CC3)cc2)C(=O)NCC2CCCO2)cc(OC)c1OC (centres undefined),-1.8,-1.1,-4.6,·,2.3,-6.5,1.6,-0.1,-17.2,-17.0
Cc1cccn2c(=O)c(C=O)c(NCc3ccccc3)nc12,4.4,9.2,-6.6,0.7,0.6,4.8,-0.4,14.8,1.9,26.9

# Remaining list, next part
SMILES,MazEF act,GDH-TPI inh,SSB-PriA inh,UGM FP inh,Mtb BioA inh,SARS 3CLpro inh,Vc quorum ag,FBA Mtb inh,Rv3671c protease,DUSP3 inh
Cc1cc(C)nc(NC(=NCCc2c[nH]c3ccccc23)NC(=O)Nc2ccc(Cl)c(Cl)c2)n1,-24.9,11.7,-6.1,0.1,·,-0.2,-4.5,-1.7,-13.7,-9.9
Nc1cc(=O)[nH]c(=O)n1Cc1ccco1,-6.1,10.6,-20.5,5.3,0.4,0.1,i,5.3,0.1,7.2
Cc1ccc(C(C)NC(=O)Cn2nc(C)c([N+](=O)[O-])c2C)cc1 (centres undefined),11.5,-5.8,-9.4,2.1,-0.5,1.4,-0.1,0.6,-6.9,-1.7
COc1ccccc1C(C)NS(=O)(=O)c1ccc(Cl)nc1 (centres undefined),8.7,-2.4,-13.5,-2.3,0.5,·,1.0,-2.3,1.7,·
CCN(CC)Cc1c(-c2ccccc2)[nH]c2ccc(C)cc2c1=O,7.5,9.1,-14.0,0.9,6.2,-1.3,-0.1,0.9,0.3,15.5
COC(=O)N1C(=O)[C@](c2ccc(Cl)cc2)(C(C)C)N1C(=O)OC,-5.1,7.7,4.9,2.7,-0.7,1.2,0.6,1.7,-11.1,21.2
O=C(NCC1CCCO1)C(=O)NCC1CCCN1S(=O)(=O)c1ccccc1 (centres undefined),-6.2,2.1,5.8,-1.0,-0.1,·,-0.7,-0.9,-5.0,·
CC(=O)c1ccc(OC(NC(=O)Cc2ccccc2)C(Cl)(Cl)Cl)cc1 (centres undefined),7.7,5.7,4.0,0.0,-0.4,-1.6,-0.5,3.5,3.2,31.6
Cc1ccc(N2CC(C(=O)N/N=C/c3cccc([N+](=O)[O-])c3)CC2=O)cc1 (centres undefined),4.3,9.2,·,-1.2,·,1.4,-0.9,0.7,7.9,5.4
C/C(=N/NC(=O)CNC(=O)c1ccccc1F)c1ccc2c(c1)CCCC2,-0.3,-1.3,·,-2.1,-1.3,-4.4,-0.5,1.3,-8.1,10.6
COc1ccc(Cl)cc1NC(=O)COC(=O)/C=C/c1c(C)nn(C2CCS(=O)(=O)C2)c1Cl (centres undefined),-2.0,-2.9,-28.8,-1.7,·,6.3,i,0.0,0.3,17.2
CCN(CC)C(=O)c1cccc(NC(=O)c2ccc3c(=O)n4c(nc3c2)CCC4)c1,0.8,6.7,5.6,0.6,·,·,0.5,-0.4,-7.7,·
CCOC(=O)N1CCc2[nH]c3ccc(C)cc3c2C1,-38.0,5.5,-14.1,6.5,-2.1,-0.2,i,3.5,1.9,-7.1
CC1(C(=O)NS(=O)(=O)c2ccc(Cl)cc2)CCN1C(=O)Cc1cccc2ccccc12 (centres undefined),·,2.6,·,·,0.0,·,-1.4,-4.3,·,·
Cc1ccc(C(=O)NNC(=O)Cc2cccs2)cc1,2.0,-11.1,-12.1,-0.4,-0.4,-1.2,-0.3,-2.4,2.7,39.1
CC(C)(C)SC(=O)C[C@@H]1NS(=O)(=O)OC2CCCCC21 (some centres undefined),-13.7,3.6,-27.0,-0.6,-0.4,-7.7,-0.6,-1.6,10.6,82.5
Cc1ccc(S(=O)(=O)N2CCN(CC(=O)N/N=C/c3ccc(C)o3)CC2)cc1,-3.2,5.0,·,-0.4,·,7.4,-0.3,-0.3,-1.3,12.1
CCN1CCN(c2cc(C)c3cc(NC(=S)N4CCOCC4)ccc3n2)CC1,-10.3,12.9,10.7,-3.7,·,-9.4,-0.7,21.8,2.4,23.8
O=C(CN(CCc1ccccc1)C(=O)CNS(=O)(=O)c1ccccc1)NCC1CCCO1 (centres undefined),10.1,4.1,-1.0,5.0,-0.4,-0.7,i,-0.3,-2.1,19.7
Cc1cc(NC(=O)CSc2nc3ccccc3n2CCC#N)no1,-1.8,0.6,-8.1,2.4,·,2.2,i,4.3,-0.7,16.7
O=C(Nc1nc2ccccc2[nH]1)C12CC3CC(CC(C3)C1)C2,15.5,-3.4,-6.4,-2.0,-1.9,1.4,0.3,-0.2,-8.8,10.4
Cc1cccc(OCC(=O)NNC(=O)c2ccc([N+](=O)[O-])cc2)c1,0.6,0.6,1.1,-1.4,-0.8,2.2,-0.4,2.9,2.5,6.7
CC(NC(=O)c1cccnc1)C(c1ccccc1)N1CCN(C)CC1 (centres undefined),-1.4,-5.4,4.3,-3.2,-1.5,-10.0,-4.2,1.4,-1.5,39.1
CC(Sc1nnnn1C)C(=O)Nc1ncc(Cl)cc1Cl (centres undefined),0.3,1.5,3.2,2.0,1.5,·,-0.4,2.0,-0.2,·
O=C(COC(=O)c1ccc(OC(F)F)cc1)NCCC1=CCCCC1,5.0,4.2,-14.8,0.6,·,·,2.5,-1.4,-16.1,·
Cc1cc(Br)ccc1SCC(=O)OCC(=O)Nc1ccccc1C#N,-5.0,9.6,-32.4,-0.2,-4.6,2.3,i,1.1,-10.7,26.2
COc1ccc(C2=NOC(Cn3nc(C(=O)NCc4cccs4)cc3-c3ccccc3)C2)cc1 (centres undefined),9.1,6.7,-2.2,1.5,0.8,·,i,1.1,-19.0,·
O=C(COC(=O)COc1ccc(Br)cc1)Nc1cccnc1Cl,9.4,7.3,-3.7,0.5,-0.3,0.3,0.4,-2.2,5.9,8.5
CCCN(C(=O)CCOc1ccc(C(C)(C)C)cc1)c1c(N)n(Cc2ccccc2)c(=O)[nH]c1=O,-1.9,10.5,5.0,-0.1,·,·,-5.3,3.5,6.5,·
